Compound activity as filed in PubChem.
PKA-R1A activ: activators of PKA-R1A complex; P00514+P68181; activation, % at 11.4 µM; 0.083% of 340,000 active; AID 504707; PKA-R1A dissociation, Cy5-IP20 fluorescence polarization; scaled: DMSO 0%, 113 µM cGMP 100%;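 active = percent activation above the mean of all tested compounds plus 3 SD, cut at about 19% in these data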;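 also: higher means more PKAc released from R1A so a rise in polarization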
SUMO Mot1 rescue: SUMOylation pathway inhibition by Mot1-301 growth rescue. AID 2716. 1% of 320,000 active. S. cerevisiae Mot1-301 growth rescue, ATP luminescence, 38.5C; percent above DMSO median, 100 means doubled. growth rescue, % at 18.8 µM;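 active = every valid replicate shows activation above 250% relative to neutral control wells; inactive = the rest, any valid replicate at or below 250%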;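 also: OY570 slx delta 5 strain wells were the positive control but not used for scaling; some compounds called inactive have numbers as strong as hits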
Arrestin-AP2 inh: blocks beta-arrestin peptide binding to AP2 adaptin; FITC-arrestin peptide / GST-AP2 beads, flow cytometry; AP2 beta2 appendage carries R879A mutation; inhibition, % at 10 µM; 0.31% of 340,000 active; AID 504490;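 active = inhibition above a set limit, near 3 SD of compounds lacking own fluorescence, cut at about 54% in these data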;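 also: plate controls were DMSO wells for no effect and 5 µM unlabelled arrestin peptide for full effect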
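System: GST-AP2 R879A glutathione beads | Also added: FITC-arrestin peptide, 50 nM | Times: 12 min plus 1 h, RT | Signal: Bead flow cytometry, FITC channel | Buffer or medium: PBS with 0.05% Tween 20 and 0.1% BSA | Read-out basis: Percent drop in bead-associated FITC signal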
MITF act: increases MITF-driven TRPM1 promoter luciferase signal; SK-MEL-5 TRPM1-promoter luciferase, 24 h; % of positive control, neutral wells = 0; activation, % at 12.5 µM; 0.75% of 300,000 active;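 active = mean activation of at least 80% with every replicate also reaching 80%; inconclusive = mean reaches 80% but some replicate falls short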;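 also: 0% = neutral control wells and 100% = parthenolide positive control wells; values of inactives mirror those of a sister screen read the other way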
dFosB activator: enhances mouse delta FosB homodimer DNA binding. purified delta FosB, TAMRA-CDK5 oligo fluorescence polarization; percent of positive-control signal above neutral wells. activation, % at 25 µM. 0.99% of 340,000 active. AID 493131;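 active = mean activation above about 17%, with every replicate also reaching it, limit read from the data, passing the limit was not always enough; inconclusive = only one of the two conditions met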;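 also: fluorescence polarization rise as delta FosB binds a TAMRA Cdk5 AP-1 oligo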
NSD2 inh: NSD2 (human) methyltransferase inhibition; AID 743445; inhibition, % at 12.5 µM; NSD2 peptide methylation, AlphaScreen, 120 min; O96028; 0.54% of 310,000 active; in the data active = inhibition above about 50%
Target sequence (O96028 whole entry, looked up): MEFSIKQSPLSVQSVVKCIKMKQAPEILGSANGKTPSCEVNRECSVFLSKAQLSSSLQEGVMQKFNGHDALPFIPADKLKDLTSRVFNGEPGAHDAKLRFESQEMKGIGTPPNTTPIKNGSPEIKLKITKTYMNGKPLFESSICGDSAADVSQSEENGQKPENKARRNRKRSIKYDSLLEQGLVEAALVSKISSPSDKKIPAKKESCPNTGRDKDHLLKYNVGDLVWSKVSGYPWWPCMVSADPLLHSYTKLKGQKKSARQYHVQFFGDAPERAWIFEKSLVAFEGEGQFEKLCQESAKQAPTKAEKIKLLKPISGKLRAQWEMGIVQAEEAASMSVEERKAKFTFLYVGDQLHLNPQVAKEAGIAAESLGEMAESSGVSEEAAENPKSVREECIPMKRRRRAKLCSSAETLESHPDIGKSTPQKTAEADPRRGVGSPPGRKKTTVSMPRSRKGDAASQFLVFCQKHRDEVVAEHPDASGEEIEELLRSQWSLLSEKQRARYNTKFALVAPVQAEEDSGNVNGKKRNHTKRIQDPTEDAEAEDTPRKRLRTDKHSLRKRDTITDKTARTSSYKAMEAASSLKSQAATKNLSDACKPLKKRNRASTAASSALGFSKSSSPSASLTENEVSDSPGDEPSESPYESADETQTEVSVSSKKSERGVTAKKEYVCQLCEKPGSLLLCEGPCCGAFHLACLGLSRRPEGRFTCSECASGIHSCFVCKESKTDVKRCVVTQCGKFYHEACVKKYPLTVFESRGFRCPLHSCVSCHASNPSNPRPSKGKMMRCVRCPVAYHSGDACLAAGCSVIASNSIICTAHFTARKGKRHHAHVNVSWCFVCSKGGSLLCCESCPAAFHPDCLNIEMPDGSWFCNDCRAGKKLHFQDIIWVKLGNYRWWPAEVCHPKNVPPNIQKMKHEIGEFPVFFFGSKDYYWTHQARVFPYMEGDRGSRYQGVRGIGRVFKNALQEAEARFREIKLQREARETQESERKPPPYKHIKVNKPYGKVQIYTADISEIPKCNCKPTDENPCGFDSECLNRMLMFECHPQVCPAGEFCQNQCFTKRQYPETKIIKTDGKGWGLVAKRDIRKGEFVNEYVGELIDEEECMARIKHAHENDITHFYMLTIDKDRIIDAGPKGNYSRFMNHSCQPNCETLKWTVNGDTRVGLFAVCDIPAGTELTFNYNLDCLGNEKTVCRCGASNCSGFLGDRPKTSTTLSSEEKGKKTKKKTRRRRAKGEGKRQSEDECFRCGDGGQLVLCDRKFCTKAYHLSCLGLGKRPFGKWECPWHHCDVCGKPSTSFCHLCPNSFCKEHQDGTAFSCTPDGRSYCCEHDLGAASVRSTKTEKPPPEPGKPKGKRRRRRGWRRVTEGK
SR-BI DiI inh: inhibitors of mouse SR-BI mediated HDL lipid uptake | Q61009 | ldlA[mSR-BI] CHO cells, DiI-HDL uptake fluorescence, 3 h | inhibition, % at 12.5 µM | 0.96% of 320,000 active;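 active = mean replicate inhibition of at least 70% and a set share of replicates each scoring 70 or more; inconclusive = meets just one of the two criteria; inactive = fails both criteria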;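 also: 0% = median of neutral control wells and 100% = median of positive control wells; values of inactives mirror those of a sister screen read the other way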
CDK5 inh: inhibitors of human CDK5/p35 kinase; Q00535+Q15078; Recombinant CDK5/p35, ADP-Glo luminescence, 60 min; inhibition, % at 10 µM; 0.01% of 330,000 active; AID 488839;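 active = highest replicate inhibition of at least 50% and at least 75% of replicates reaching 50%; inconclusive = only one of the two criteria met; inactive = both criteria failed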;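 also: plate controls were DMSO neutral control for no effect and GW8510 at 10 µM for full effect; many of its hits are not listed in these tables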
Pemphigus Ab inh: human desmoglein-3 autoantibody binding inhibition; AID 588358; P32926; binding (percent of control), % at 10 µM; DSG3-coupled beads, scFv-anti-DSG3-GFP binding, flow cytometry; hits give low values; 0.48% of 310,000 active;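 active = binding more than 3 SD below its plate's average and above zero; inconclusive = below that plate limit but binding exactly zero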;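 also: hits lower antibody fragment binding to DSG3; some compounds called inactive have numbers as strong as hits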
SR-BI uptake up: enhances SR-BI lipid uptake from DiI-HDL. CHO ldlA[mSR-BI] cells, DiI-HDL uptake fluorescence, 3 h; 100 = double the neutral-control signal. activation, % at 12.5 µM. 0.096% of 320,000 active;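 active = mean replicate activation of at least 60% and every replicate at or above 60%; inconclusive = mean or all-replicate condition met, but not both; inactive = mean below 60% and not all replicates reaching 60%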;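 also: 0% = median plate neutral-control signal and 100% = twice that signal; values of inactives mirror those of a sister screen read the other way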
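Assay system: CHO ldlA[mSR-BI] cells, LDL receptor-null, SR-BI overexpressing; medium: Ham's F12 with 0.5% BSA, HEPES 25 mM, pH 7.4; also added: DiI-HDL 10 µg/mL; timing: 3 h uptake period with compound, 37 °C; signal: DiI fluorescence, bottom read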
PKA-R2B act: PKA-R2B complex activation; PKA-R2B holoenzyme dissociation, Cy5-IP20 fluorescence polarization; R2B truncated from residue 108, S112A mutant; 0% DMSO only, 100% 113 µM cGMP; activation, % at 11.4 µM; 0.079% of 340,000 active; AID 504700;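 active = activation above a cutoff set at the mean over all compounds plus 3 SD, cut at about 18% in these data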;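 also: higher means more holoenzyme dissociation and a rise in polarization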
Active calls of the source: *; ? = inconclusive; . = no result given.

SMILES	PKA-R1A activ	SUMO Mot1 rescue	Arrestin-AP2 inh	MITF act	dFosB activator	NSD2 inh	SR-BI DiI inh	CDK5 inh	Pemphigus Ab inh	SR-BI uptake up	PKA-R2B act
O=C1CC(N2CCOCC2)C(=O)N1c1ccccc1Cl (centres undefined)	-12	-29	-1	.	-1	-3	-3	-0.4	99	3	-6
CSC1=NCCN1S(=O)(=O)c1ccc(C)cc1	0	11	4	2	2	.	12	-0.7	104	-12	5
CCOC(=O)NN1C(=O)c2ccccc2NC1(C)C	-8	2	.	-5	-2	-4	-9	-0.2	109	9	-7
CCOC(=O)c1c(C)[nH]c(C)c1C(=O)COC(=O)/C=C/c1cccc(C(F)(F)F)c1	-6	-9	-8	1	-21	5	-2	0.5	123	2	-2
Cc1nn(C)c2c(=O)c(=O)c2n(C)[nH]1	5	1	6	-4	4	-4	4	0.0	119	-4	1
CCc1nonc1NC(=O)c1oc2cc(C)c(Cl)cc2c1C	-8	.	3	33	-11	-2	-21	-1.3	99	21	0
CCc1nn2c(=O)cc(COc3cccc(NC(=O)c4ccco4)c3)nc2s1	-10	3	33	13	-13	-5	16	1.7	100	-16	-6
CC(=O)Nc1ccc(Oc2nc(-c3cccnc3)nc3sc4c(c23)CCCC4)cc1	-4	9	2	0	7	.	-28	-3.6	90	28	0
O=C(NC1CCCCC1)c1cccc2c1C(=O)c1ccc(N3CCC(Cc4ccccc4)CC3)cc1S2(=O)=O	-2	-13	14	-5	-6	.	11	2.2	134	-11	-2
O=C1NC(c2cccc([N+](=O)[O-])c2)=CCN1c1ccccc1O	-5	118	-19	-13	3	5	21	-1.0	86	-21	-11
CCCC1CC(C)(C(=O)CSc2n[nH]c(-c3ccccc3)n2)OC1=O (centres undefined)	-4	2	-1	-1	0	0	12	0.4	85	-12	6
CCOC(=O)C1=C(C)NC(SC)=NC1c1ccc(OC)cc1 (centres undefined)	8	5	-3	-1	-9	4	14	-0.7	105	-14	9
CCC(=O)N=c1sc2c(OC)ccc(OC)c2n1C	-6	4	1	1	-5	.	-5	-0.8	103	5	-2
Cc1cccc(N2CC(C(=O)Nc3ccc(N4CCOCC4)cc3)CC2=O)c1C (centres undefined)	3	-13	6	-6	0	41	5	-2.6	92	-5	5
CC(C)C[C@@H](CO)N(Cc1ccccc1)S(=O)(=O)N(Cc1ccccc1)[C@@H](CO)CC(C)C	-7	-33	0	-13	-2	.	-4	-1.6	104	4	-9
CCn1c(CC(=O)Nc2ccccc2C)nnc1SCC(=O)Nc1nncs1	-8	7	27	6	-2	2	-9	-0.6	111	9	-4
O=c1cc(-c2ccccc2)nc2nc(SCc3ccccc3)[nH]n12	4	4	22	.	2	.	-30	-1.8	99	30	-1
CCOC(=O)C(O)C1CCc2c([nH]c3ccc(C)cc23)C1=O (centres undefined)	1	-12	-6	.	-6	-6	-1	3.5	110	1	7
Cc1occc1C(=O)Nc1cccc(C(F)(F)F)c1	5	23	7	16	1	0	13	1.0	105	-13	6
Cc1cc2nc(SCCN3CCCC3)[nH]c2cc1C	-9	-16	-2	14	-1	2	8	-3.3	84	-8	-4
CN(C)S(=O)(=O)c1ccc(N2CCCC2)c(C(=O)NCC2COc3ccccc3O2)c1 (centres undefined)	-7	0	2	-9	-4	4	-8	-2.4	98	8	2
O=C(c1ccc2snnc2c1)N1CCN(c2ccccc2)CC1	-5	-18	21	.	-5	14	-12	-1.6	83	12	-6
COC(=O)Nc1ncc(CN2CCCCC2)s1	-4	-1	24	-4	3	-1	-14	1.5	101	14	2
O=C1NCCN1C(=O)C12CC3CC(CC(C3)C1)C2	-6	1	28	.	6	1	18	1.1	110	-18	-8
O=C(N/C(=C/c1ccccc1Cl)C(=O)N1CCCC1)c1ccccc1	-16	-8	-6	-5	-7	3	-5	-2.5	106	5	1
c1ccc(-c2nc(C3CCCCC3)c3sccc3n2)cc1	-12	161	1	9	1	.	-4	1.2	103	4	-3
CCC(C)(CC(=O)Nc1nccs1)c1ccccc1 (centres undefined)	-6	2	13	-6	-4	-2	.	0.3	102	.	-5
CC(=O)c1cccc(NC(=O)c2cc(-c3ccco3)nc3ccccc23)c1	-14	-7	-5	-2	10	4	.	-0.6	123	.	-13
Cc1cccnc1NC(=S)NC(=O)/C=C/c1ccccc1	-5	-22	9	39	-1	0	11	-4.1	95	-11	3
COc1ccc(C2C(C#N)C(C#N)N3CCCN23)cc1 (centres undefined)	-2	-2	5	.	-2	-3	-15	-0.8	100	15	-1
O=C1NC[C@H](c2ccccc2)N(CCc2cccc(F)c2)C1=O	6	1	.	2	-11	.	-11	-1.5	101	11	8
Cc1ccc(C)c(Oc2coc3cc(O)ccc3c2=O)c1	14	3	33	-7	-8	-1	-16	1.7	98	16	-3
Cc1ccc(NC(=O)CCNS(=O)(=O)c2cccc3nsnc23)cc1	-1	-13	2	6	2	0	-5	-0.2	125	5	-7
[N-]=[N+]=NC[C@H](Cc1ccccc1)N1CC[C@@H](NC(=O)OCc2ccccc2)CCC1=O	1	4	22	4	-7	.	16	0.4	106	-16	-10
NC1=NC(=O)/C(=C\c2ccc(-c3ccc(Cl)cc3)o2)S1	1	-23	27	-6	2	.	23	2.0	88	-23	-7
OC1CCCCC1Sc1nc2ccccc2s1 (centres undefined)	-4	90	16	55	0	0	-29	-1.8	105	29	6

Record cards, as listed above. Screens in order: PKA-R1A activ	SUMO Mot1 rescue	Arrestin-AP2 inh	MITF act	dFosB activator	NSD2 inh	SR-BI DiI inh	CDK5 inh	Pemphigus Ab inh	SR-BI uptake up	PKA-R2B act
`O=C(c1ccc2snnc2c1)N1CCN(c2ccccc2)CC1` is listed as -5	-18	21	.	-5	14	-12	-1.6	83	12	-6
`CCOC(=O)c1c(C)[nH]c(C)c1C(=O)COC(=O)/C=C/c1cccc(C(F)(F)F)c1` is listed as -6	-9	-8	1	-21	5	-2	0.5	123	2	-2

Further results:
SMILES	PKA-R1A activ	SUMO Mot1 rescue	Arrestin-AP2 inh	MITF act	dFosB activator	NSD2 inh	SR-BI DiI inh	CDK5 inh	Pemphigus Ab inh	SR-BI uptake up	PKA-R2B act
COc1ccc(-c2nc(N/N=C(\C)c3ccc(O)cc3)c3ccccc3n2)cc1	-13	8	22	21	-9	1	.	-0.7	95	.	2
O=C(CCC(=O)N1CCN(S(=O)(=O)c2ccc(Cl)cc2)CC1)Nc1ccc(Cl)cc1Cl	-4	-4	-6	9	-12	-2	-17	-5.1	89	17	2
COc1ccc(/C=N/Nc2nonc2N)cc1	0	-12	-2	-11	-3	.	-3	-2.8	107	3	-2
Cn1cc(CNC(=O)/C=C/c2ccc(Cl)cc2)cn1	-8	-10	-7	18	-10	-2	-21	0.5	100	21	-7
Cc1ccc(SCC(=O)NCc2ccccc2)cc1	-6	-28	33	.	1	-1	-10	0.0	100	10	-9
COc1ccccc1NS(=O)(=O)c1ccc(C)c(C(=O)NC2=NCCS2)c1	3	-35	-8	-22	-6	-2	17	-1.6	108	-17	-8
CCCN(C(=O)c1ccc(S(=O)(=O)N2CCCC2)cc1)C1CCS(=O)(=O)C1 (centres undefined)	0	1	0	0	-4	4	-11	0.1	102	11	-4
COc1ccc(C=NCCCN2CCOCC2)cc1	2	-19	-2	1	0	-1	-8	-0.7	109	8	-10
Cn1c(O)c(N=NC(=S)Nc2ccccc2F)c2cc(S(=O)(=O)N3CCOCC3)ccc21	-2	.	23	-28	-2	3	30	2.1	99	-30	-2
CCN(CC(=O)Nc1cccc(S(=O)(=O)N(C)c2ccccc2)c1)Cc1ccccc1	-6	-4	-9	-10	-3	2	16	-0.2	103	-16	-9
CC(NC(=O)c1ccccc1Cl)C1COc2ccccc2O1 (centres undefined)	3	-5	7	36	-3	-1	-1	-0.8	103	1	-3
Cc1ccc(Oc2nnc(-c3ccccc3)cc2C#N)cc1	-17	2	20	.	2	-1	18	-1.0	98	-18	-6
COc1ccc(C2Nc3ccccc3C(=O)N2Cc2ccco2)cc1COc1ccccc1F (centres undefined)	0	-1	6	-7	-12	1	-1	-0.9	103	1	-2
COc1ccccc1C(=O)Nc1cccc2c1CCCC2	-6	76	51	1	-15	-4	50	0.8	101	-50	4
O=C(CCCn1c(=O)[nH]c2cc(Cl)ccc2c1=O)N1CCN(c2ccc([N+](=O)[O-])cc2)CC1	-3	.	0	-17	2	1	39	-0.7	99	-39	-9
NC(=O)c1ccc(Oc2ccc3c(c2)CCC3)c([N+](=O)[O-])c1	-3	-8	9	2	-8	25	-5	-0.7	101	5	-4
CN(c1ccc(C(=O)Nc2cccnc2)cc1)S(C)(=O)=O	-5	-10	6	1	-6	1	-4	-0.8	.	4	-14
Cc1cc(C)n(-c2nc3ccccc3nc2N2CCCC2)n1	7	1	1	-6	-5	-9	22	-0.2	91	-22	-10
O=C1C(=O)N(CCCn2ccnc2)C(c2cccnc2)/C1=C(/O)c1ccc(F)cc1 (centres undefined)	-2	16	12	2	3	-1	-29	-0.2	100	29	-2
O=C(NCCOc1nc(N2CCOCC2)nc(N2CCOCC2)n1)Nc1ccccc1	2	-8	2	9	5	0	-6	0.2	.	6	6
CCC(C)(C)n1nnnc1C(c1cccc(C#N)c1)N1CCN(c2cccc(C)c2C)CC1 (centres undefined)	-13	20	33	4	-4	-4	15	3.4	100	-15	-2
COc1ccc(Br)cc1CN1CCN(C(=O)c2ccco2)CC1	1	-12	4	2	-8	-1	15	1.4	103	-15	1
O=C(c1cc(S(=O)(=O)N2CCOCC2)c(Cl)cc1Cl)N1CCCC1	-4	.	14	-7	-2	-1	-24	1.2	103	24	1
Cc1ccc(Nc2cc(C)nc3nc(C)nn23)cc1	-2	-2	31	-2	-4	.	-13	-0.3	108	13	-4
CC(C)CNC(=O)CC(=O)NN=C1CCCC1	-5	1	9	22	7	-2	-68	-1.3	98	?	-6
CC1CC(=O)Nc2cc([N+](=O)[O-])ccc2N1 (centres undefined)	8	-10	6	14	-6	0	.	-0.2	101	.	6
COc1ccccc1CNC(=O)CCn1c(=O)[nH]c2ccsc2c1=O	9	4	5	-2	-9	0	18	-1.2	100	-18	-2
COc1cccc(NC(=O)CCC2CCN(C(=O)c3cncs3)CC2)c1	-5	6	-11	-2	-1	0	-26	0.8	101	26	4
